Screening data from PubChem BioAssay.
A549 viability: counter-screen for Nrf2 inhibitors: cytotoxicity in A549 cells; A549 ARE-Fluc cells, CellTiter-Fluor viability, 18-24 h; Potency, µM (series often up to 46 µM), inactives show top-dose activity change, negative = cytotoxicity, actives largely listed as inhibitors; actives 0.16% (n = 390,000); note: potency is the fitted concentration of half-maximal effect; % is set by controls: 0 for no effect and ±100 for the full control effect
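A549 ARE_Fluc cells in 5% FBS OPTI-MEM were exposed to compounds in concentration-response for 18-24 h at 37 deg C. Viability was read by CellTiter-Fluor fluorescence (Ex 405/Em 525) after 30 min, before the luciferase read.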
EPAC2 antag: EPAC2 (human) antagonism | Q8WZA2 | EPAC2 GEF exchange of Rap1B-BODIPY-GDP, fluorescence | Potency, µM (highest dose often 114 µM), for the others: top-dose activity, negative = inhibition, usual class: inhibitors | actives 0.18% (n = 360,000) | AID 720708; note: potency is the fitted concentration of half-maximal effect; % is set by controls: 0 for no effect and ±100 for the full control effect; nearly all actives have a fitted effect of over 45% in size; many of its hits are not listed in these tables
Target sequence (Q8WZA2 whole entry, looked up): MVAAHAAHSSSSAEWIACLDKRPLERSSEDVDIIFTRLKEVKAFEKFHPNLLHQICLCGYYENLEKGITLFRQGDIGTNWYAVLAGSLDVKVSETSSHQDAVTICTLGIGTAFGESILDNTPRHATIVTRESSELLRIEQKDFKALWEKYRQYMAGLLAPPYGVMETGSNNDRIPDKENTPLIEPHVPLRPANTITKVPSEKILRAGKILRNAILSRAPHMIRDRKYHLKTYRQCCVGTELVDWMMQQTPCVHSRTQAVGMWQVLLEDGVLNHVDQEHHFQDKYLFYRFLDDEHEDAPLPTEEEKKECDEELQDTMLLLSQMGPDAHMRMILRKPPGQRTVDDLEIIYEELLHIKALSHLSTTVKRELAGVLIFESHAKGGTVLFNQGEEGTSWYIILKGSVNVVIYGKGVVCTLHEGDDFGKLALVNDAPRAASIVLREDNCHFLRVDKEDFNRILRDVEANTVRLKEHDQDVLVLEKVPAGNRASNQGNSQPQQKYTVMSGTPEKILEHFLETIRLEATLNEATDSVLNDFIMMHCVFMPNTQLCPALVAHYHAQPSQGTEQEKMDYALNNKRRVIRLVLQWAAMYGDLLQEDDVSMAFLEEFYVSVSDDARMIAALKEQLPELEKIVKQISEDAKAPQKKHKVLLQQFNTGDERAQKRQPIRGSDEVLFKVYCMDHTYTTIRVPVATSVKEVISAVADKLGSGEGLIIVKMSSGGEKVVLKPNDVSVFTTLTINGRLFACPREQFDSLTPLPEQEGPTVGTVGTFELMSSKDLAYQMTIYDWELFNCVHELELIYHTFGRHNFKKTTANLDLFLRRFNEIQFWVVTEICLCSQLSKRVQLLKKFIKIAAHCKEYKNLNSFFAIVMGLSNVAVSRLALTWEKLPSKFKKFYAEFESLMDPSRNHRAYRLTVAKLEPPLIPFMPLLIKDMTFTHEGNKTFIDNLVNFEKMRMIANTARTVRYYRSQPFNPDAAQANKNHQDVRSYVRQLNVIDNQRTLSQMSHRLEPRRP
Akt phos inh: inhibitors of Akt phosphorylation | Neuro2A IGF-stimulated pAkt S473 HTRF, 20 min; active compounds read low | activity change, % for hits at 50 µM | actives 0.32% (n = 360,000); in the data active = activity change below about -80%; inconclusive = mostly about -51% to -80%; note: % is set by controls: 0 for no effect and ±100 for the full control effect
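Single-point screen (50 µM final compound) in Neuro2A cells stimulated 20 min with 6 nM IGF at 37 deg C. After lysis, Ser473-phosphorylated Akt read by HTRF (ex 330 nm, em 615/665 nm) as the 665/615 ratio.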
CCT chaperon mod: changes cytosolic chaperonin activity. purified chaperonin ATPase assay, HTRF ADP detection, 30 min. activity change, % (no concentration beside the values), hits read low. actives 0.3% (n = 360,000). AID 651819; in the data active = activity change below about -30%; note: % is set by controls: 0 for no effect and ±100 for the full control effect
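We incubate TRiC, 40 or 20 nM final, with library compounds at 76 uM and 10 uM ATP for 30 min at 37 °C. ADP formed is detected with Transcreener HTRF reagents after 30 min at room temperature.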
Nrf2 block: blocks Nrf2 signaling. Potency, µM (titrated, usually from 46 µM), without a hit: top-dose activity change, negative = inhibition, most hits filed as inhibitors. actives 2.1% (n = 360,000). A549 ARE-Fluc reporter, luciferase luminescence, 18-24 h. AID 504444; note: potency is the fitted concentration of half-maximal effect; % is set by controls: 0 for no effect and ±100 for the full control effect; nearly all actives have a fitted effect of over 60% in size
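A549 ARE_Fluc cells, 5000/well, 5% FBS OPTI-MEM; compounds in dose-response, 18-24 h at 37 °C/5% CO2; CellTiter-Fluor viability read (Ex 405/Em 525), then BugLite luciferase luminescence = Nrf2 activity.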
TGFb inhibitor: TGF-b pathway inhibition; actives 1.2% (n = 410,000); AID 588855; HepG2 CAGA-GFP TGF-b/SMAD3 reporter, GFP fluorescence, 18 h; TGF-beta stimulated, 500 pg/mL final; Potency, µM (doses to about 46.1 µM), inactives show at the top dose activity, negative = inhibition, hits mostly inhibitors; note: potency is the fitted concentration of half-maximal effect; % is set by controls: 0 for no effect and ±100 for the full control effect; nearly all actives have a fitted effect of over 65% in size
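First, reporter cells (HEPG2 CAGA-GFP) rested 2 h at 37 degrees C. Next, compounds were pinned in and TGF-beta added to 500 pg/mL final. After 18 h, GFP was imaged per cell and summed per well.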
MmCpn inh: blocks the Methanococcus maripaludis chaperonin Mm-Cpn; purified Mm-Cpn ATPase, ADP Transcreener TR-FRET; Potency, µM (titrated, usually from 76.9 µM), for inactives: top-dose activity, negative = inhibition, most hits filed as inhibitors; actives 0.031% (n = 330,000); AID 504842; note: potency is the fitted concentration of half-maximal effect; % is set by controls: 0 for no effect and ±100 for the full control effect; nearly all actives have a fitted effect of over 80% in size
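25 nM Mm-CPN + cpd, 10 min 37°C; + 10 uM ATP, 30 min 37°C; buffer 30 mM Tris pH 7.4, 100 mM KCl, 5 mM MgCl2, 1 mM DTT; Transcreener ADP HTRF detection 30 min RT.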
Nrf2 ARE act: activators of Nrf2 (ARE) signaling; AID 624171; Potency, µM (top dose mostly 46.1 µM), inactives show top-dose activation, usual class: activators; actives 0.31% (n = 410,000); AREc32 ARE-luciferase reporter (MCF7-derived line), luminescence, 24 h; note: potency is the fitted concentration of half-maximal effect; % of control where 0% means no effect; nearly all actives have a fitted effect of over 65% in size
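ARE-driven firefly luciferase activity in AREc32 cells measured after a 24 hr compound exposure at 37 deg C, using Steady-Glo reagent and a 30 min room-temperature hold.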
EPAC2 agonist: EPAC2 (human) agonism; Q8WZA2; EPAC2 activation, biochemical qHTS; response scale: 100% = 6.5 mM cAMP response; Potency, µM (doses to about 154 µM), for inactives: at the highest dose activation, most hits filed as activators; actives 0.079% (n = 360,000); note: potency is the fitted concentration of half-maximal effect; nearly all actives have a fitted effect of over 50% in size
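Each well held 100 nM EPAC2, 250 nM RAP1B-BODIPY-GDP and 50 uM GDP. Fluorescence, read at 5-min intervals to 30 min, was referenced to a 6.5 mM cAMP positive control.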
An asterisk follows results filed as active; i = inactive; ? = inconclusive; / = not tested or not shown; [ ] = remark or other dose. Unless noted, calls come from the whole dose curve; as a rule, active = well fitted curve in the direction sought with a large enough effect; inconclusive = small, poorly fitted or top-dose-only effect, or another doubt; inactive = no such curve, though single readings can be large; an effect the other way counts as inactive or inconclusive.

No.	canonical_smiles	A549 viability	EPAC2 antag	Akt phos inh	CCT chaperon mod	Nrf2 block	TGFb inhibitor	MmCpn inh	Nrf2 ARE act	EPAC2 agonist
1	COC(=O)c1ccc(CNC(=O)c2ccc(OC)c(S(=O)(=O)NC3CCCC3)c2)cc1	-4%	2%	i	-1.6	3%	5%	2%	-0.8%	6%
2	COC(=O)c1cc(Br)c(=O)n(Cc2cccnc2)c1	-4%	4%	i	-5.3	7%	8%	-1%	-0.2%	9%
3	COc1ccc(C2CC(=O)Nc3cc(C)c(C)cc32)c(OC)c1OC (stereo not given)	-2%	-1%	i	1.3	/	-7%	0%	-0.7%	-9%
4	N#C/C(=C\c1cccc(Oc2ccccc2)c1)C(=O)N1CCOCC1	-2%	?	i	3.3	-14%	-5%	1%	-0.2%	-4%
5	CC(C)NC(=O)COC(=O)c1ccc(NS(=O)(=O)c2ccc3c(c2)OCCO3)cc1	1%	-12%	i	0.1	-8%	-25%	3%	-0.4%	7%
6	Cc1cc(C)cc(NS(=O)(=O)c2coc(C(N)=O)c2)c1	-3%	3%	i	1.2	-2%	2%	2%	-1.3%	-3%
7	Nc1sccc1C(=O)c1ccc(Cl)cc1	9%	-3%	i	-1.4	?	-4%	0%	5.7%	8%
8	Clc1ccc(Cl)c(OCCN2CCCC2)c1	8%	-2%	i	-0.3	-3%	-2%	2%	0.5%	3%
9	COc1ccc(C)cc1-n1cnc2sc(C)c(C)c2c1=O	/	-5%	i	-0.7	/	-4%	/	-0.5%	-2%
10	Cc1ccc(NC(=O)c2ccc(CSc3nnnn3C)cc2)cc1	3%	-8%	i	-0.5	?	7%	-2%	2.3%	0%
11	O=C(NCc1ccncc1)[C@@H]1CCCN1C(=O)[C@H]1CCCN1C(=O)c1cccc2ccccc12	/	3%	i	-0.9	/	/	/	0.4%	0%
12	N#C/C(=C\c1cccs1)C(=O)Nc1ccccn1	-13%	4%	i	-1.0	9%	6%	-2%	?	8%
13	O=C(NCc1ccc(F)cc1)c1cc(C2CCCCN2C(=O)c2cccs2)on1 (stereo not given)	/	2%	i	-1.7	/	0%	/	-0.9%[9.22 µM]	0%
14	COc1ccc(C(=O)Nc2nc(CC(=O)NCCc3ccccc3OC)cs2)cc1	-12%	10%	i	1.0	?	?	-26%	7.7%	-3%
15	Cc1cccc(CSCCNC(=S)Nc2ccccc2)c1	15%	-14%	i	-2.5	-8%	-12%	0%	0.0%	22%
16	CCOc1ccccc1N1CCN(C(=O)C(Sc2ccccc2)c2ccccc2)CC1 (stereo not given)	-15%	-11%	i	-0.5	?	?	1%	0.3%	15%
17	Nc1cc(C(=O)N2CCN(c3ccc([N+](=O)[O-])cc3)CC2)ccc1N1CC2CC(C1)c1cccc(=O)n1C2 (stereo not given)	-15%	-8%	i	-1.3	?	-5%	1%	-0.6%	6%
18	COc1cccc(C(=O)NCC(c2ccco2)N2CCc3ccccc3C2)c1 (stereo not given)	-1%	-13%	i	2.3	8%	0%	-8%	-1.0%	-1%
19	COc1cc(C(=O)Oc2cccc(C(=S)N3CCOCC3)c2)cc(OC)c1OC	-1%	-6%	i	-3.5	-15%	3%	0%	0.6%	5%
20	CCOC(=O)C1CSc2[nH]c(=O)sc2C1c1ccccc1 (stereo not given)	-6%	-3%	i	-0.9	-15%	0%	1%	-0.2%	1%
21	CN(C)c1nc(-c2ccccc2)ncc1S(=O)(=O)c1ccccc1	-3%	-20%	i	-32*	8%	-3%	-4%	7.1%	25%
22	Cc1nc(C)c(C(=O)NCc2ccccc2Cl)o1	0%	1%	/	0.6	/	?	-1%	0.3%	7%
23	CN(C)C(=O)c1c([N+](=O)[O-])c(C(C)(C)C)nn1C	-2%	5%	i	0.6	3%	-16%	-1%	0.7%	2%
24	Brc1ccc(NC2=Nc3ccccc3CC2)cc1	-9%	-4%	i	-1.9	?	1%	1%	2.8%	-4%
25	O=C(NCCCn1ccnc1)c1cc(Br)c(Br)s1	1%	-4%	i	1.6	-24%	20%	2%	-0.1%	6%
26	COc1cc(/C=N/Nc2nc(C)cc(=O)[nH]2)ccc1OC(=O)c1cccnc1	-1%	11%	i	2.2	4%	-5%	-4%	2.0%	2%
27	CC(C)(OC(=O)c1ccc(F)cc1)c1cc2ccccc2c(=O)o1	-7%	-12%	i	-1.1	10%	?	-1%	4.4%	15%
28	CN(C(=O)CN1CCN(c2cc(-c3ccc(-c4ccccc4)cc3)ncn2)CC1)c1ccccc1	/	21%	i	-1.7	/	?	/	0.2%	21%
29	COc1ccc(C(C)=O)c(OC(=O)c2ccc(OC)c(OC)c2)c1	-3%	10%	i	-7.2	7%	15%	-10%	0.4%	-9%
30	Cc1nnc2sc(-c3ccc(NC(=O)c4ccc(-c5ccc(Cl)cc5Cl)o4)cc3)nn12	?	0%	i	-1.7	?	0%	/	-0.6%	8%
31	O=Cc1c(NCCCN2CCCC2=O)c2ccccc2[nH]c1=O	1%	18%	i	1.9	-7%	1%	2%	-0.2%	4%
32	O=C(N/N=C/c1cn(-c2ccccc2)nc1-c1cccs1)c1ccncc1	-1%	13%	i	-0.5	-5%	-4%	-1%	8.6%	7%
33	C#CCOCCOCCOCCNc1nc(N2CCN(C(=O)CCCCCCCCCCNC(=O)[C@H](CCCCN)n3cc(CCCC(=O)O)nn3)CC2)nc(N2CCN(C(=O)CCCCCCCCCCNC(=O)[C@@H]([C@H](C)O)n3cc(C)nn3)CC2)n1	2%	0%	i	0.0	5%	11µM*	-2%	0.6%	8%
34	CS(=O)(=O)NN1C(=O)c2ccccc2NC1c1c[nH]c2ccccc12 (stereo not given)	-4%	-17%	i	-0.4	21%	1%	-10%	15%	5%
35	CCCS(=O)(=O)NC(=O)C1(C)CCN(C(=O)c2ccc(OC)cc2OC)C1 (stereo not given)	/	2%	i	1.4	/	21%	/	-0.2%	10%
36	O=C(Oc1ccc(OC(=O)c2ccco2)c(S(=O)(=O)c2ccc(Br)cc2)c1)c1ccco1	-2%	1%	i	-1.9	0%	?	0%	2.6%	2%
37	O=C(CSc1ncccn1)Nc1ccc2[nH]c(=O)[nH]c2c1	-2%	13%	i	-1.5	12%	-2%	0%	4.3%	-1%
38	CCOc1ccc(C=NCC(O)c2ccccc2)cc1 (stereo not given)	0%	1%	i	0.6	3%	-7%	-4%	-0.2%	-4%
39	CCn1c(CC(=O)Nc2ccccc2F)nnc1SCC(=O)N1CCN(c2ccccc2)CC1	2%	-2%	/	-1.1	-21%	4%	0%	0.0%	-84%[15.6 µM]
40	CO/N=C/C1CCN(c2ncc(C(F)(F)F)cc2Cl)C1=O (stereo not given)	-6%	-1%	i	1.5	-12%	-3%	-4%	0.0%	-1%
41	O=C(c1cccc(N2C(=O)C3CC=CCC3C2=O)c1)N1CCN(c2ccccc2)CC1 (stereo not given)	2%	10%	i	0.8	2%	?	0%	-0.2%	-3%
42	CCCCn1c2ccccc2c2cc(CC(N)=O)ccc21	-4%	-13%	i	-2.0	-15%	?	-5%	-0.2%	6%
43	COc1cc(/C=C2\C(=O)N(CCC#N)N=C2C)ccc1OCC(=O)Nc1ccccc1	-2%	10%	i	1.7	9%	?	0%	4.8%	-1%
44	C[C@H](CO)N1C[C@H](C)[C@@H](CN(C)C(=O)Nc2ccccc2)Oc2ccc(NC(=O)CCN3CCOCC3)cc2C1=O	-2%	11%	i	-0.3	1%	21%	1%	0.0%	-9%
45	O=C(CCl)N(Cc1cc(=O)[nH]c2ccccc12)c1ccccc1	-13%	11%	i	-3.5	23µM*	11µM*	-5%	-3.5%	7%
46	O=C(Cn1c2ncccc2c(=O)n1-c1ccccc1)NCc1ccccc1	10%	/	/	/	6%	1%	/	0.1%	/
47	CCOc1ccc(NC(=O)c2c(NC(=O)c3ccncc3)sc3c2CCC(C(C)(C)C)C3)cc1 (stereo not given)	-1%	/	/	/	11%	2%	/	0.4%	/
48	COc1ccc(Cc2c(-c3ccc(Cl)cc3)nc3cc(C)c(Br)c(C)n23)c(C)c1	/	6%	i	1.7	/	/	/	8.1%	-6%
49	C1CN(CCN2CCOCC2)CCN1	4%	5%	i	-0.8	4%	18%	0%	0.2%	-4%
50	O=S(=O)(Nc1cc(S(=O)(=O)N2CCOCC2)ccc1Cl)c1ccccc1	-3%	15%	i	-1.4	8%	-1%	1%	-0.3%	-3%

Single records, as listed above. Order of values: A549 viability	EPAC2 antag	Akt phos inh	CCT chaperon mod	Nrf2 block	TGFb inhibitor	MmCpn inh	Nrf2 ARE act	EPAC2 agonist
Shown for O=S(=O)(Nc1cc(S(=O)(=O)N2CCOCC2)ccc1Cl)c1ccccc1 = -3%	15%	i	-1.4	8%	-1%	1%	-0.3%	-3%
Shown for C#CCOCCOCCOCCNc1nc(N2CCN(C(=O)CCCCCCCCCCNC(=O)[C@H](CCCCN)n3cc(CCCC(=O)O)nn3)CC2)nc(N2CCN(C(=O)CCCCCCCCCCNC(=O)[C@@H]([C@H](C)O)n3cc(C)nn3)CC2)n1 = 2%	0%	i	0.0	5%	11µM*	-2%	0.6%	8%

Only part of the results is shown. The share of hits here may be higher or lower than overall.
